Screening data: PubChem BioAssay, Sanford-Burnham Center for Chemical Genomics
UPR CHOP act: apoptotic UPR (CHOP) activation; CHO-CHOP luciferase reporter, luminescence; percent of tunicamycin response over DMSO baseline; activation, % at 10 µM; 330,000 tested, 0.34% active;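 active means at 10 µM dose, activation of 40% or more, normalized to positive control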;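 further: 100% = tunicamycin at 10 µg/mL and 0% = DMSO alone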
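System: CHO-CHOP luciferase reporter cell line; amount: 500 cells/well; buffer or medium: F12 medium containing 10% fetal bovine serum; incubation: 6 h compound exposure at 37 °C after overnight seeding; measured by: luciferase luminescence after 10 min with Steady-Glo reagent; evaluation: % reporter activation, DMSO baseline versus tunicamycin full activation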
APJ agonist: agonists of human APJ apelin receptor; P35414; CHO-K1 APJ PathHunter beta-arrestin, luminescence; 0% DMSO wells, 100% apelin; activation, % at 20 µM; 330,000 tested, 0.11% active; AID 2520;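 active means activation more than six SD over the plate average, tested at 20 µM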;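 further: 0% = DMSO alone and 100% = apelin-13 at 10 nM; some results filed as inactive read as strong as hits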
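Assay system: CHO-K1 cells stably expressing ProLink-tagged human APJ and arrestin–beta-gal acceptor. Compound dosing: 20 µM single point, 1% DMSO. Times: 16-18 h seeding, 90 min dark compound exposure, 60 min detection. Detection: beta-gal luminescence. Evaluation: APJ–arrestin association signal. Controls: negative DMSO alone, positive Apelin-13 at 10 nM.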
tim23-1 inh: growth inhibitors of tim23-1 mutant yeast; S. cerevisiae tim23-1 growth, BacTiter-Glo luminescence, 24 h; inhibition, % at 20 µM; 330,000 tested, 1.3% active;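 active means growth inhibition of the mutant yeast at or above 50%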;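 further: temperature-sensitive mutant grown at 25 °C; plate controls were DMSO-treated mutant yeast for no effect and medium wells lacking yeast for full effect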
UPR XBP1 act: adaptive UPR (XBP1) activation; activation, % at 20 µM; 330,000 tested, 0.33% active; CHO-XBP1 luciferase reporter, IRE1-XBP1 UPR activation, luminescence; percent of tunicamycin response, DMSO as zero;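 active means versus positive control, 20 µM dose yields 30% or more activation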;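 further: 100% = tunicamycin at 10 µg/mL and 0% = DMSO only wells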
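incubation = overnight seeding at 37 °C, 6 h compound treatment at 37 °C | assay system = CHO-XBP1 cells stably carrying IRE1-XBP1-driven luciferase reporter | input = 1000 cells per well | detection = luciferase luminescence | dosing = single point, 20 µM final compound, 1% DMSO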
CXCR6 inh: CXCR6 (human) receptor inhibition; O00574; 360,000 tested, 0.36% active; inhibition, % at 20 µM; CHO-K1 PathHunter CXCR6 beta-arrestin, luminescence; in the data active means inhibition above about 34%, passing the limit was not always enough;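 further: antagonist mode with CXCL16 agonist at 10 nM final; 0% = 10 nM CXCL16 with DMSO and 100% = unstimulated wells without agonist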
APJ antagonist: APJ receptor antagonism. CHO-K1 APJ beta-arrestin complementation, luminescence. AID 2521. inhibition, % at 20 µM. P35414. 330,000 tested, 0.32% active;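 active means inhibition above about 40% at 20 µM, limit read from the data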;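 further: cells challenged with 10 nM apelin-13 agonist together with compound; plate controls were apelin-13 plus DMSO wells for no effect and DMSO wells lacking apelin-13 for full effect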
tim10-1 inh: growth inhibitors of tim10-1 mutant yeast. S. cerevisiae tim10-1 ts strain growth, BacTiter-Glo, 24 h. inhibition, % at 20 µM. 330,000 tested, 2.2% active. AID 463190;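 active means inhibition of at least 40%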;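 further: mutant grown at 25 °C; 0% = DMSO wells with yeast and 100% = wells holding no yeast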
Mdm2 MdmX PPI: human Mdm2/MdmX binding inhibition | O15151+Q00987 | SaOS-2 split-luciferase Mdm2/MdmX complementation, luminescence | inhibition, % at 8 µM | 330,000 tested, 3% active;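 active means inhibition of at least 50% at 8 µM in the primary screen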
Target sequence (O15151 whole entry, looked up): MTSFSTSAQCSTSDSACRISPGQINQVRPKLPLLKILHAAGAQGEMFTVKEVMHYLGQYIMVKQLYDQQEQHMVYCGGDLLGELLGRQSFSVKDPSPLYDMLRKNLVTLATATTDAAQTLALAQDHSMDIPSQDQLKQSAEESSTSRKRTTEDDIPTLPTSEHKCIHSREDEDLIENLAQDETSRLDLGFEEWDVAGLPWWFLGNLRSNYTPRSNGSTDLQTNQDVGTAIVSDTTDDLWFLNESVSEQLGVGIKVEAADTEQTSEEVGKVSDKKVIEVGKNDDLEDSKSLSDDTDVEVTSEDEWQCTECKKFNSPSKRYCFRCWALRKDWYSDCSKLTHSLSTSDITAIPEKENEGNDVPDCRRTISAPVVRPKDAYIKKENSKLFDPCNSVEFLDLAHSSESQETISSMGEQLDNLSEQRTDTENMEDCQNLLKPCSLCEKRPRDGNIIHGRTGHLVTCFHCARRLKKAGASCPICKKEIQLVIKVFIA
Target sequence (Q00987 whole entry, looked up): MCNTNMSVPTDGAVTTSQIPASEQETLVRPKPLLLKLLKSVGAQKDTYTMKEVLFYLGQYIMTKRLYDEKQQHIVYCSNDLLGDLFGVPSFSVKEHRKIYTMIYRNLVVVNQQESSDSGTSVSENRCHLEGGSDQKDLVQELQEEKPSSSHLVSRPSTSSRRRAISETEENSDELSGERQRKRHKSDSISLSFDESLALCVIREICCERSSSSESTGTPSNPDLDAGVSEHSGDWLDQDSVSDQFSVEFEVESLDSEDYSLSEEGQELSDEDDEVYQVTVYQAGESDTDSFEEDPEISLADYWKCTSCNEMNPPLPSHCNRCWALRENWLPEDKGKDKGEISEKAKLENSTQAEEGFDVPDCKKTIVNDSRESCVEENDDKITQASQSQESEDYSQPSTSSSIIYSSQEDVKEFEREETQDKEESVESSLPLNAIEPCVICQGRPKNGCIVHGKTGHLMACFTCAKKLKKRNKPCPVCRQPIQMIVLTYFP
TIM10 inh: growth inhibitors of TIM10 yeast strain; S. cerevisiae TIM10 strain growth, BacTiter-Glo luminescence, 24 h; inhibition, % at 10 µM; 330,000 tested, 1.4% active;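 active means inhibition of 40% or more at the single tested concentration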;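 further: wild-type TIM10 isogenic control strain grown at permissive 25 °C; 0% = DMSO yeast wells and 100% = minimal medium wells without yeast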
Starred values were filed as active, the others as inactive.

SMILES	UPR CHOP act	APJ agonist	tim23-1 inh	UPR XBP1 act	CXCR6 inh	APJ antagonist	tim10-1 inh	Mdm2 MdmX PPI	TIM10 inh
O=C(COC(=O)c1ccccc1NS(=O)(=O)c1ccc(Cl)cc1)NCc1ccccc1	0.1	1	23	-1	-4	-13	24	19	14
Cc1nc2c3ccccc3n(CC#N)c(=O)n2n1	0.2	-4	7	2	-6	-55	11	11	-5
COc1cc(CNc2ccc(O)cc2)cc(Br)c1OCc1ccccc1F	4.3	8	37	-1	-18	-28	38	27	19
CCC(=O)NNc1cc(=O)c2c(=O)n(C)c(=O)n(C)c2[nH]1	2.1	0	3	-2	3	-7	-23	13	-2
O=C(NCc1ccco1)/C(=C\c1cccs1)NC(=O)c1ccccc1	2.6	0	9	-2	-3	11	15	6	2
CCOc1ccc(-c2nc(N)ncc2Oc2ccccc2Br)c(O)c1	-3.6	-5	16	-1	4	-3	10	48	21
CC1CCN(S(=O)(=O)c2ccc3c(ccn3CCC(=O)N3CCCCC3)c2)CC1	0.9	1	29	-3	0	10	17	0	7
COC(=O)c1ccccc1NC(=O)Cn1c(SC)c(F)cnc1=O	-0.2	-2	7	0	1	0	2	-9	-3
COc1ccc(N(C(=O)COc2cccc(C)c2)S(=O)(=O)c2ccc(C)cc2)cc1	-1.9	0	49	-6	-2	-20	30	8	30
O=C(NNC(=O)c1cccnc1SCc1cccc([N+](=O)[O-])c1)c1ccccn1	2.3	-3	41	1	2	-20	24	55*	22
CCOc1ccc(-c2nnc3ccc(SC(C)C)nn23)cc1	5.4	-1	41	14	4	-13	48*	29	42*
Cc1cc(C)c(S(=O)(=O)Nc2cccc3nsnc23)c(C)c1	-1.8	0	37	-1	18	10	25	12	7
CN(CC(=O)Nc1cccc(F)c1)CC(=O)Nc1cc(S(=O)(=O)N2CCOCC2)ccc1Cl	-0.9	4	7	-2	-12	16	12	-10	-3
CCSc1nnc(-c2ccncc2)o1	0.3	-4	9	0	8	17	13	19	-9
COc1ccc(S(=O)(=O)N2CCN(CC(=O)NC(Cc3ccccc3)C(C)=O)CC2)cc1 (stereo not given)	1.0	-3	0	-3	-3	-9	-4	15	5
Cc1ccc(S(=O)(=O)/N=C2\C=C(Nc3cccc(C(=O)O)c3)C(=O)c3ccccc32)cc1	-0.3	0	32	-1	27	18	18	-4	18
CCNC(=O)CN(c1ccccc1)S(=O)(=O)c1ccc(Cl)cc1	-0.5	-3	11	-1	5	-10	14	-20	-1
COc1cc2cc3c(N)c(C(=O)Nc4sc(C)c(C)c4C#N)sc3nc2cc1OC	0.3	1	13	4	26	13	20	28	9
Cc1cccc2cc(CN(Cc3cccs3)S(=O)(=O)c3ccc4c(c3)OCCO4)c(=O)[nH]c12	-0.4	-2	46	-3	-11	-21	28	16	10
CC(C)(C)c1ccc(C(=O)C2CCCN(C(=O)CN3CCCC3=O)C2)cc1 (stereo not given)	-1.5	0	7	3	8	6	18	7	27
COc1ccc(C(=O)NCC(c2ccco2)N2CCc3ccccc32)cc1OC (stereo not given)	0.6	9	16	-5	4	-62	9	5	6
Cc1onc(-c2ccccc2Cl)c1C(=O)N1CCc2ccccc2C1	-1.0	-3	32	3	18	20	-2	7	21
COCCNC(=S)NNC(=O)c1ccc(-n2cnnn2)cc1	0.5	2	6	-1	5	-7	6	-21	6
Nn1c(C2CCCCC2)nc2ccccc2c1=O	-0.8	0	5	-2	7	-25	-6	4	-6
O=C(Nc1ccc(Cl)cc1)Nc1nc(-c2sccc2Br)cs1	11	4	5	11	-3	-4	-9	88*	2
O=C(Cn1nc(C(=O)O)c2ccccc2c1=O)Nc1ccc(Br)cc1	-0.8	0	13	1	3	5	12	-6	-1
OCCC1CN(Cc2cccc3nonc23)CCN1C1CCCCC1 (stereo not given)	-0.5	1	8	-2	-6	6	-4	4	5
CCn1cc(-c2cc(C(F)(F)F)n3nc(C(=O)O)cc3n2)c(C)n1	-0.8	-1	8	2	-7	8	4	13	-1
CCCCCNC(=O)c1cn(CC)c2cc(N3CCN(C)CC3)c(F)cc2c1=O	0.6	0	19	-5	-6	1	22	8	3
COC(=O)CN(C)C(=O)c1ccc2nc(Cc3cccc(Cl)c3)oc2c1	10.0	1	4	-1	3	1	-13	-52	1
Cc1ccc(S(=O)(=O)N2CCOCC2)cc1C(=O)Nc1ccc(-c2cn3ccsc3n2)cc1	1.7	14	3	2	-6	-2	11	10	5
CCn1cnc2c(Nc3cc(F)cc(F)c3)nc(C#N)nc21	2.0	-1	37	5	-7	-17	25	-32	12
COc1ccc(OC)c(CN2CCN(C(=O)c3ccco3)CC2)c1	2.7	-1	-2	-5	4	-1	7	8	3
O=C(C[C@H]1C/C=C\CC[C@@H](Cc2ccc(F)cc2)C(=O)OC[C@H]2CCCN2C1=O)N[C@H](CO)Cc1ccccc1	1.4	-3	18	-2	6	-6	4	2	14
COc1ccc(CCN=Cc2ccc(O)cc2)cc1OC	0.5	3	-8	-3	-4	7	6	14	1
Cc1noc(NC(=O)c2ccc(F)cc2)c1C#N	-2.9	-1	3	0	-2	11	-9	16	6
CCCCOC1CC(c2ccc(OCc3ccc(OC)cc3)c(OC)c2)N(C)O1 (stereo not given)	-0.3	-1	17	-4	-8	15	30	13	25
OCCN1CCN(c2nc(N3CCCCC3)nc(N3CCCCC3)n2)CC1	0.5	-3	-2	1	-2	4	27	27	14
O=C(CS(=O)c1ccc(F)cc1)Nc1ccccc1Cl (stereo not given)	-0.2	-1	9	0	-6	-1	23	-20	1
COc1cccc(CN(C)C(=O)Cc2ccc(OC)c(S(=O)(=O)N3CCOCC3)c2)c1	0.1	8	4	-1	6	-31	-2	-23	5

The closing three entries of the section before come first, to join the parts.
SMILES	UPR CHOP act	APJ agonist	tim23-1 inh	UPR XBP1 act	CXCR6 inh	APJ antagonist	tim10-1 inh	Mdm2 MdmX PPI	TIM10 inh
OCCN1CCN(c2nc(N3CCCCC3)nc(N3CCCCC3)n2)CC1	0.5	-3	-2	1	-2	4	27	27	14
O=C(CS(=O)c1ccc(F)cc1)Nc1ccccc1Cl (stereo not given)	-0.2	-1	9	0	-6	-1	23	-20	1
COc1cccc(CN(C)C(=O)Cc2ccc(OC)c(S(=O)(=O)N3CCOCC3)c2)c1	0.1	8	4	-1	6	-31	-2	-23	5
Cc1ccc(NC(=O)c2c([N+](=O)[O-])cnn2C)cc1C	2.0	-2	5	4	10	12	18	-1	5
O=C(OCc1ccccc1)N1CCCC1/C=C/CN1CCOCC1 (stereo not given)	2.2	-3	8	-3	4	21	11	-20	10
Cn1c(=O)n(C/C=C/c2ccccc2)c(=O)c2c1nc1n2CCCN1c1ccc(F)cc1	3.8	4	34	3	30	7	46*	14	32
CCOc1ccc2nc(SCc3ccc(F)cc3)sc2c1	2.7	6	16	1	6	-19	4	-46	-3
O=C(CN1CCCC1)Nc1ccccc1Cl	-1.0	0	2	0	-6	16	2	-8	2
O=[N+]([O-])c1ccc(COc2cccc(CNc3ccc(F)cc3)c2)cc1	5.5	2	26	3	-12	-1	32	0	29
C/C(N)=C(/C#N)C(=O)COC(=O)CNS(=O)(=O)c1ccc2ccccc2c1	-0.1	2	9	-3	-8	-12	-10	10	2
c1ccc(-c2nccc(-c3ccc(-n4cnc5ccccc54)cc3)n2)cc1	-1.8	1	-9	-3	-1	7	23	25	20
CCN=c1sc2ccccc2n1CC(O)COc1ccccc1 (stereo not given)	-0.9	-2	20	1	6	14	16	29	-3
Clc1ccc(-c2nc(Cc3ccccc3)no2)cc1	3.1	-2	15	6	3	11	3	-37	7
Oc1c(Br)cc(Br)cc1CNn1cnnc1	0.6	0	-8	0	9	5	-10	10	4
CC(=O)C[C@@H](O)CC(=O)[C@H]1OC(=O)CCCCCCc2ccccc21	-1.0	-3	13	-5	-6	-1	18	0	6
CCOc1ccccc1NC(=O)CSc1nnc(-c2ccccc2Cl)n1Cc1ccco1	-1.4	2	10	-1	7	-11	21	16	-3
COc1ccc(Cl)cc1NC(=O)CN(C)CC(=O)Nc1ccc(Br)cc1	1.0	-5	16	-3	-6	7	19	13	5
CCOC(=O)N1CCN(C(=O)c2ccc3c(c2)N(Cc2cc(C)ccc2C)C(=O)c2ccccc2S3=O)CC1 (stereo not given)	-1.8	2	12	-1	6	-2	-14	19	9
Clc1ccc(Cn2c(/C=C/c3ccco3)nc3ccccc32)cc1	7.3	-2	45	1	3	-2	48*	-9	31
COCCn1c(SCC(=O)Nc2ccccc2C(F)(F)F)nc2ccccc2c1=O	-0.3	-2	17	-3	-2	4	-3	-16	-1
Cc1cc(C)cc(-n2c(C)nc3cc(C(=O)O)ccc32)c1	-1.7	-3	-4	-2	4	-1	0	-39	-11
CCOc1ccccc1C(=O)N[C@H](C(=O)NCc1ccccc1)C(C)C	0.0	-1	5	-5	-4	8	15	14	0
CCn1c(SCC(=O)Nc2cc(C)on2)nnc1-c1ccc(OC)cc1	-3.3	0	7	-1	-2	17	13	7	8
CCNC(=S)NCc1ccc2[nH]c(C)cc2c1	-0.5	5	-7	-3	-8	15	-3	18	-5
O=C(Nc1ccc(NC(=O)c2cccs2)c(Cl)c1)c1ccco1	3.4	0	44	-1	10	2	22	18	37
N#Cc1c(OCC(=O)c2ccccc2)nc2c(c1-c1ccco1)CCc1ccccc1-2	0.6	0	10	0	-2	1	20	14	12
COC(=O)c1ccc2c(c1)S(=O)(=O)NC(=NCc1ccco1)S2	-1.0	-2	12	3	-9	5	1	-7	5
CCOC(=O)C1=C(C)Nc2nc(SCC)[nH]c(=O)c2C1c1ccncc1 (stereo not given)	-2.1	-1	-17	-2	4	7	10	-18	-2
NC(CSS(=O)(=O)O)=NCCC12CC3CC(CC(O)(C3)C1)C2	4.2	-2	3	-3	3	-5	14	5	-14
O=C(CCn1nnc2ccccc21)OCC(=O)c1ccc([N+](=O)[O-])cc1	1.5	4	-5	-1	-3	-7	-12	33	3
O=C(COc1ccccc1)NC(=S)Nc1cccc([N+](=O)[O-])c1	0.2	-5	18	-1	13	28	29	-8	21
Fc1ccc(-n2cc(CNCCc3ccccn3)c(-c3ccccc3Cl)n2)cc1	1.8	-1	8	2	5	3	21	49	24
Oc1ccc2ccccc2c1C=NC1CCCCC1	3.6	0	55*	-2	-2	-51	41*	20	18
COc1ccccc1CNC(=O)COC(=O)c1cccc(S(=O)(=O)N2CCCCC2)c1	1.8	-2	19	-1	0	19	18	27	2
CN(c1ccccc1)S(=O)(=O)c1cc(C(=O)OCC(=O)N2CCN(C(=O)c3ccco3)CC2)ccc1Cl	0.2	2	28	-3	4	7	13	16	11
CCN(C(=O)COC(=O)c1nc2nc(C)cc(C)n2n1)C1CCS(=O)(=O)C1 (stereo not given)	0.8	-2	-12	-3	2	-37	-19	-1	4
C=CCC(CC=C)(C(N)=O)c1ccccc1	-2.1	-1	16	-1	6	-7	20	11	1

Only part of the results is shown; rates above refer to the full screens.
